# Source: PubChem
# Growth percent in the NCI-60 one-dose screen (48 h, 10 µM unless noted): 100 = growth as untreated, 0 = no growth, -100 = all killed.
# EKVX: EKVX NSCLC; 71,000 tested, 3% active
# A549/ATCC: A549/ATCC NSCLC. 81,000 tested, 3.7% active. AID 1794740
# SK-MEL-5: SK-MEL-5 melanoma; 80,000 tested, 6.4% active; AID 1794755
# MALME-3M: MALME-3M melanoma. 78,000 tested, 5.8% active. AID 1794766
# SK-MEL-2: SK-MEL-2 melanoma; 77,000 tested, 4.7% active; AID 1794763
# UACC-62: UACC-62 melanoma | 81,000 tested, 5.4% active | AID 1794756
# UACC-257: UACC-257 melanoma. 78,000 tested, 4.4% active
# M14: M14 melanoma; 80,000 tested, 6.2% active; AID 1794745
# Active calls of the source: *; . = no result given; [ ] = remark or other dose. Rule for the calls: active = growth percent below 10; inactive = the rest.
No.	compound	EKVX	A549/ATCC	SK-MEL-5	MALME-3M	SK-MEL-2	UACC-62	UACC-257	M14
1	N#Cc1nc(-c2ccccc2)oc1N1CCN(CCc2ccncc2)CC1	88	92	90	95	98	86	95	98
2	O=C1C(Cl)C(c2ccccc2[N+](=O)[O-])N1n1cnnc1 (stereo unspecified)	114	92	106	108	99	97	92	90
3	N#CSCc1cc(=O)c(O)co1	103	92	101	91	78	86	94	92
4	COC(=O)C1(C)Cc2cc(OC(C)=O)c(OC(C)=O)cc2N1 (stereo unspecified)	92	32	76	80	85	57	19	87
5	CCCCCCCCCCCCCCCC(=O)Nc1cccc2ccccc12	95	98	100	93	114	85	102	109
6	CC(=O)c1cc(C(=O)c2ccc(Br)cc2)n2cc(C)cc(C)c12	72	97	66	111	102	83	105	.
7	c1ccc2c3c([nH]c2c1)C1CC2CCCCC2CN1CC3 (stereo unspecified)	.	103	99	92	107	85	96	100
8	O=C(O)CN1C(=O)/C(=C/c2cc3cc4c(cc3nc2Cl)OCCO4)SC1=S	93	111	102	99	109	89	109	106
9	CCOC(=O)C(Cc1ccc(O)cc1)Nc1nc2ccccc2o1 (stereo unspecified)	84	91	101	97	.	99	90	107
10	C=C(C)[C@@H]1CC[C@]2(C(=O)NCc3ccc(OCc4cn(-c5ccc([N+](=O)[O-])cc5)nn4)c(CC)c3)CC[C@]3(C)C(CCC4[C@@]5(C)CCC(OC(C)=O)C(C)(C)C5CC[C@]43C)C12 (stereo partly specified)	93	96	99	91	97	81	90	96
11	CN(C)C(=S)SCN1C(=O)c2ccc([N+](=O)[O-])cc2S1(=O)=O	94	98	101	93	112	92	102	103
12	COc1ccc(C(O)c2cc3c(N)c(C(=O)Nc4ccc(Cl)cc4)sc3nc2C)cc1 (stereo unspecified)	37	30	15	21	37	17	56	7.9*
13	CCOC(=O)c1ccc2c(c1)nc(C)n2-c1cc(C(C)(C)C)[nH]n1	.	93	97	112	106	86	94	109
14	N=C1S/C(=C/c2ccc(-c3ccc4c(c3)C(=O)NC4=O)o2)C(=O)N1c1ccc(Br)cc1	.	35	65	18	.	32	48	37
15	CC(C)(CCOC(=O)Nc1cccc2ccccc12)c1ccccc1	83	106	85	90	100	74	115	94
16	Cc1cc(O)c(C(C)C)cc1N=Cc1ccc(C(C)C)cc1	136	102	108	131	120	97	115	110
17	CCC(C)C(C)(O)CC (stereo unspecified)	.	105	102	82	103	102	97	96
18	COc1ccc(-c2nc(SCC(C)C)nc(Nc3ccc(C(=O)O)cc3)c2C#N)cc1	91	89	63	-58*	58	99	97	93
19	O=C(COc1ncnc2sc3c(c12)CCCC3)N/N=C/c1ccc(Cl)cc1	97	96	104	94	110	95	106	98
20	O=C(/C=C(O)/C=C/c1coc2ccccc12)/C=C/c1coc2ccccc12	113	96	101	105	99	94	96	99

# From no. 17 as far as 20, as listed above:
No.	compound	EKVX	A549/ATCC	SK-MEL-5	MALME-3M	SK-MEL-2	UACC-62	UACC-257	M14
17	CCC(C)C(C)(O)CC (stereo unspecified)	.	105	102	82	103	102	97	96
18	COc1ccc(-c2nc(SCC(C)C)nc(Nc3ccc(C(=O)O)cc3)c2C#N)cc1	91	89	63	-58*	58	99	97	93
19	O=C(COc1ncnc2sc3c(c12)CCCC3)N/N=C/c1ccc(Cl)cc1	97	96	104	94	110	95	106	98
20	O=C(/C=C(O)/C=C/c1coc2ccccc12)/C=C/c1coc2ccccc12	113	96	101	105	99	94	96	99

# Values by screen from the list.
# Nos. 16 to 19 in M14: 110, 96, 93, 98
# Nos. 16 to 19 in UACC-62: 97, 102, 99, 95
# Nos. 16 to 19 in MALME-3M: 131, 82, -58*, 94

# Later entries.
No.	compound	EKVX	A549/ATCC	SK-MEL-5	MALME-3M	SK-MEL-2	UACC-62	UACC-257	M14
21	CCOC(=O)c1csc(NC(=O)c2ccc(Nc3ccccc3)c([N+](=O)[O-])c2)n1	86	105	95	93	106	84	101	97
22	Cc1cc[n+](CC(=O)c2cccc3ccccc23)cc1	95	110	97	96	107	109	103	94
23	C=C(C)[C@@H]1CC=C2c3sc(-c4ccc(F)c(F)c4)nc3C[C@@H](C)[C@]2(C)C1	103	104	101	105	112	89	108	99
24	c1ccc2c(c1)-c1cccc3cncc-2c13	91	98	95	115	111	98	118	119
25	CCN1C(=O)N(CC)C2Nn3c(s/c(=C\c4ccco4)c3=O)=NC21 (stereo unspecified)	102	109	97	95	109	81	106	89
26	COc1cc(/C=C2\C(=O)Nc3ccccc32)ccc1OCc1ccc(Cl)cc1	95	107	103	95	105	88	125	.
27	C1CCC2(CC1)CCCN2	96	96	99	95	108	99	104	86
28	CN1CCN(CC(=O)NNc2ncnc3ccccc23)CC1	100	105	101	106	107	100	107	102
29	CSc1nc2nc(-c3cc4ccccc4oc3=O)ccc2c(=O)n1C	103	103	99	91	109	88	114	106
30	CCc1ccc(-c2ccc(COc3ccc(CC4SC(=O)NC4=O)cc3)cc2)cc1 (stereo unspecified)	63	65	40	67	72	60	86	80
31	O=[N+]([O-])c1ccc(Cl)cc1P(=O)(O)c1cc(Cl)ccc1[N+](=O)[O-]	98	99	99	102	117	99	98	102
32	Nc1nonc1-n1nncc1-c1cccs1	106	101	107	102	110	103	101	99
33	COc1cc(-c2nnc(COc3ccc(Cl)cc3Cl)o2)ccc1O	93	72	97	101	99	88	59	109
34	O=C1c2cccc3cccc(c23)C(=O)N1Nc1nc(Nc2cnccn2)nc(N2CCOCC2)n1	92	116	97	103	101	89	109	96
35	CC(=O)c1cc2c(o1)C(=O)c1ccccc1C2=O	-81*	-44*	-96*	-98*	-69*	-83*	-88*	-88*
36	CC(C)OC(=O)NCc1ccccc1	113	100	106	89	115	.	119	111
37	O=c1c2cc3c(=O)n(-c4cccc(Cl)c4)c(=O)c3cc2c(=O)n1-c1cccc(Cl)c1	.	100	100	99	116	109	107	72
38	CC(=O)c1sc(Nc2nc(O)c(C3=c4cc(Cl)ccc4=NC3=O)s2)nc1C	102	100	90	87	102	91	108	92
39	Cc1cc(=O)oc2cc(Oc3ccc(C(=N)N)cc3)ccc12	94	102	103	89	92	104	93	97
40	Nc1cccc(-c2nc3sccn3c2-c2ccnc(NCCCNS(=O)(=O)c3cccc4ccccc34)n2)c1	57	39	4.1*	62	36	22	48	44

No.	compound	EKVX	A549/ATCC	SK-MEL-5	MALME-3M	SK-MEL-2	UACC-62	UACC-257	M14
41	CC(=O)[C@@]1(O)CC[C@H]2[C@@H]3CC[C@H]4C[C@@H](O)CC[C@]4(C)[C@H]3C(=O)C[C@@]21C	.	96	97	75	105	105	102	104
42	COc1ccc(OC)c(/C=C2\Cc3cc4c(cc3C2=O)OCO4)c1	81	93	68	88	84	82	88	74
43	Cc1cn(C2CC(O)C(CO)O2)c(=O)n(Cc2ccccc2)c1=O (stereo unspecified)	106	102	108	114	118	105	109	104
44	N#CCCC(C#N)(c1cccnc1)N1CCOCC1 (stereo unspecified)	104	100	97	96	105	108	106	107
45	CCCCC1(CCCC)NC(=O)NC1=O	94	91	96	99	103	97	94	97
46	Cc1ccc2c(c1)nc1c3ccccc3nc(-c3ccccc3N)n21	102	99	89	132	89	82	120	104
47	CCCNCC(=O)Nc1cccc(Cl)c1	96	83	93	98	100	94	79	96
48	CSc1ccc(/C=C2\C=Cc3ccccc32)cc1	.	103	94	84	91	87	115	97
49	CO[C@@H]1C2=CC=CC=C[C@H]2n2c(=O)n(C)c(=O)n21	85	115	118	98	163	91	127	102
50	CN1CCc2nc3sc(C(=O)Nc4ccccc4)c(N)c3cc2C1	99	95	95	108	93	93	95	106
51	Oc1ccccc1/C=N/Nc1nc(N/N=C/c2ccccc2O)nc(N2CCCCC2)n1	30	48	74	67	69	70	79	46
52	COc1cc(CNc2nc3ccc(OC/C(=C\F)CN)cc3o2)ccn1	58	101	97	110	114	96	103	105
53	Cc1sc(N=Nc2ccc(N(C)C)cc2)[n+]([O-])c1C	.	100	99	91	114	99	105	100
54	OC(O)(c1cncc(-c2ccc3ncnc(NCc4ccccc4)c3c2)c1)C(F)(F)F	58	72	92	61	89	80	77	86
55	Cc1[nH]n(-c2ccccc2)c(=O)c1C=Nc1ccc(Br)cc1	73	55	69	96	73	30	59	25
56	Cn1ncc(CC(=O)O)c1-n1cnc2cc(Cl)ccc2c1=O	103	122	96	90	114	100	136	105
57	ClC(Cc1ccccc1)c1ccccc1 (stereo unspecified)	.	100	104	.	100	.	96	101
58	O=C(/C=C/c1ccccc1)Oc1ccc(Cl)cc1Cl	114	95	94	104	108	93	78	95
59	CCCCCCCCC(CC)(CCCC)C(=O)O (stereo unspecified)	.	108	94	103	124	100	102	91
60	C=CCC(C(=O)OCCN(CC)CC)(c1ccccc1)c1ccccc1	89	74	93	112	105	102	114	91

# An excerpt from above, reduced to M14, MALME-3M and A549/ATCC:
item	Compound	M14	MALME-3M	A549/ATCC
45	CCCCC1(CCCC)NC(=O)NC1=O	97	99	91
46	Cc1ccc2c(c1)nc1c3ccccc3nc(-c3ccccc3N)n21	104	132	99

# Full records from above. Order of screens: EKVX	A549/ATCC	SK-MEL-5	MALME-3M	SK-MEL-2	UACC-62	UACC-257	M14
# Record of Cc1cc(=O)oc2cc(Oc3ccc(C(=N)N)cc3)ccc12 → 94	102	103	89	92	104	93	97
# Record of CCOC(=O)c1csc(NC(=O)c2ccc(Nc3ccccc3)c([N+](=O)[O-])c2)n1 → 86	105	95	93	106	84	101	97
# Record of COc1ccc(C(O)c2cc3c(N)c(C(=O)Nc4ccc(Cl)cc4)sc3nc2C)cc1 (stereo unspecified) → 37	30	15	21	37	17	56	7.9*
# Record of N=C1S/C(=C/c2ccc(-c3ccc4c(c3)C(=O)NC4=O)o2)C(=O)N1c1ccc(Br)cc1 → .	35	65	18	.	32	48	37
# Record of CN1CCc2nc3sc(C(=O)Nc4ccccc4)c(N)c3cc2C1 → 99	95	95	108	93	93	95	106

# Additional structures.
No.	compound	EKVX	A549/ATCC	SK-MEL-5	MALME-3M	SK-MEL-2	UACC-62	UACC-257	M14
61	C[C@]12CC[C@@H]3c4cc(OC(F)F)c(O)cc4CC[C@H]3[C@@H]1CC[C@@H]2O	81	88	98	79	101	91	92	93
62	CN1CC(c2ccc([N+](=O)[O-])cc2)C2(SC(=Nc3ccccc3)N(Nc3ccccc3)C2=O)C12C(=O)Nc1ccccc12 (stereo unspecified)	38	44	48	71	74	58	59	54
63	Cc1cc(N2CCCCCC2)nc(NC2CCCC(Nc3ccnc4cc(Cl)ccc34)C2)n1 (stereo unspecified)	-27*	-68*	.	-89*	-82*	-84*	-79*	-86*
64	Cc1cc(O)ccc1SC#N	101	.	97	103	117	100	.	104
65	CC(=O)N1c2ccccc2N(C(C)=O)c2ccccc21	.	98	97	111	106	103	95	99
66	ClC1=C(Cl)C(Cl)=C(Cl)C1=Cc1ccc(Cl)cc1Cl	-20*	-38*	-88*	-31*	-2.8*	-29*	.	-30*
67	Cc1[nH]nc2c1C(c1cc3cc(Br)ccc3nc1Cl)C(C#N)=C(N)O2 (stereo unspecified)	100	94	98	101	88	88	91	93
68	OCC(O)C(O)C(O)CO (stereo unspecified)	.	103	111	117	.	111	.	105
69	COC(=O)c1c2c(c(C)[n+]([O-])c1C)C(=O)C(NCc1ccc(Cl)cc1)=CC2=O	71	67	30	-75*	83	6.1*	18	40
70	CNc1nc(Nc2ccc(OC)cc2)ncc1C(N)=O	60	104	104	118	109	133	82	116
71	O=C1[C@H]2Cc3c([nH]c4ccccc34)[C@@H](c3ccc(Cl)cc3)N2C(=O)CN1C1CCN(Cc2c(F)cccc2F)CC1	51[4.17 µM]	39[4.17 µM]	.	73[4.17 µM]	66[4.17 µM]	86[4.17 µM]	64[4.17 µM]	49[4.17 µM]
72	COc1ccc2c(c1)-c1c(OC)c(OC)cc3c1C(C2)OCC3 (stereo unspecified)	.	91	86	89	115	93	101	101
73	CSc1nc(Nc2cccc(N)c2)c(C#N)c(-c2cccc([N+](=O)[O-])c2)n1	99	103	94	105	113	86	117	108
74	CC1(C)CC[C@]2(C(=O)O)CC[C@]3(C)[C@H](C(=O)C[C@@H]4[C@@]5(C)C/C(=C/c6cccnc6)C(=O)C(C)(C)[C@@H]5CC[C@]43C)[C@@H]2C1	98	89	99	106	94	100	95	104
75	COc1ccc2cc(C(=O)NCCc3ccccc3)ccc2c1Br	98	78	104	96	79	104	73	101
76	CC1=Nc2cnc(Nc3ccc(OCCN4CCCC4)cc3)nc2Nc2ccccc21	75	87	72	68	56	84	89	53
